From PubChem
Pf gamet viab – kills late stage P. falciparum gametocytes; P. falciparum stage V gametocytes, ATP luminescence, 24 h; inhibition, % at 10.9 µM; 150,000 compounds, 0.065% hits; AID 743093;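 active means inhibition above the mean plus 3 SD of compounds within the control limits, set per campaign, cut at about 38% in these data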;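 further: 0% = DMSO wells and 100% = medium only without gametocytes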
Rab7 wt modul – modulators of GTP binding to dog Rab7 wildtype GTPase. GST-Rab7 beads, fluorescent GTP binding, flow cytometry; actives lie on both sides; untreated = 100%, excess cold GTP = 0%. GTP binding activity (percent of control), % at 10 µM. 190,000 compounds, 0.055% hits. AID 758;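 active means fluorescent GTP binding to Rab7 beads changed by at least 20 points from the 100% baseline, either direction, mostly lower; inconclusive means compound itself probably fluorescent, or too few beads counted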;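 further: median green fluorescence of bound Bodipy-FL-GTP per Rab7 bead population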
ABCB1 block – human ABCB1 inhibition, ABCG2 as counter-screen. P08183. CCRF-Adr cells, JC-1 efflux, flow cytometry. inhibition, % at 6.6 µM. 190,000 compounds, 0.067% hits. AID 1326; in the data active means inhibition above about 40%;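 further: 0% = vehicle and 100% = reference inhibitor; higher value means more JC-1 retained so stronger ABCB1 efflux block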
GSH fluor – compound fluoresces at 488/530 nm on GSH beads. GSH beads flow cytometry, compound fluorescence 488/530 nm; stronger effect = higher value. fluorescence (KMESF) at 10 µM. 190,000 compounds, 0.25% hits; in the data active means fluorescence above about 89;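 further: glutathione beads carrying GST-tagged Bcl family fusion proteins plus one bare bead set; values are compound well signal with DMSO vehicle wells as background; inactives centre near 16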
Cdc42 wt GTP – human Cdc42 wildtype GTP binding change, either direction | P60953 | GST-Cdc42 beads, Bodipy-GTP binding, flow cytometry; actives lie on both sides | 190,000 compounds, 0.2% hits | percent activity (GTP binding), % at 10 µM | AID 761;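 active means percent activity GTP binding at least 20 points away from the 100% baseline, either down as inhibitor or up as activator; inconclusive means compound flagged as likely green fluorescent from well-wide comparison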;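 further: median bead fluorescence of bound Bodipy-FL-GTP at 100 nM; 0% = excess unlabeled GTP control and 100% = no compound control; below 100% means less GTP binding so inhibitor and above means activator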
Target sequence (P60953 whole entry, looked up): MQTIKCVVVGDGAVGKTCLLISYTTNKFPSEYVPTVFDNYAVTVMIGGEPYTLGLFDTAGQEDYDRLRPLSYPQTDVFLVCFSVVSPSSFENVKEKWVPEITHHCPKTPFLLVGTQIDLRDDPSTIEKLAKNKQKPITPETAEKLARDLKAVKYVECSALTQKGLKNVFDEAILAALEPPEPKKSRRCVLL
ABCG2 inh – human ABCG2 inhibition, ABCB1 as counter-screen | AID 1325 | IgMXP3 cells, JC-1 efflux, flow cytometry | inhibition, % at 6.6 µM | Q9UNQ0 | 190,000 compounds, 0.1% hits;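 active means inhibition above 80%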;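 further: 0% = DMSO and 100% = nicardipine control wells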
Target sequence (Q9UNQ0 whole entry, looked up): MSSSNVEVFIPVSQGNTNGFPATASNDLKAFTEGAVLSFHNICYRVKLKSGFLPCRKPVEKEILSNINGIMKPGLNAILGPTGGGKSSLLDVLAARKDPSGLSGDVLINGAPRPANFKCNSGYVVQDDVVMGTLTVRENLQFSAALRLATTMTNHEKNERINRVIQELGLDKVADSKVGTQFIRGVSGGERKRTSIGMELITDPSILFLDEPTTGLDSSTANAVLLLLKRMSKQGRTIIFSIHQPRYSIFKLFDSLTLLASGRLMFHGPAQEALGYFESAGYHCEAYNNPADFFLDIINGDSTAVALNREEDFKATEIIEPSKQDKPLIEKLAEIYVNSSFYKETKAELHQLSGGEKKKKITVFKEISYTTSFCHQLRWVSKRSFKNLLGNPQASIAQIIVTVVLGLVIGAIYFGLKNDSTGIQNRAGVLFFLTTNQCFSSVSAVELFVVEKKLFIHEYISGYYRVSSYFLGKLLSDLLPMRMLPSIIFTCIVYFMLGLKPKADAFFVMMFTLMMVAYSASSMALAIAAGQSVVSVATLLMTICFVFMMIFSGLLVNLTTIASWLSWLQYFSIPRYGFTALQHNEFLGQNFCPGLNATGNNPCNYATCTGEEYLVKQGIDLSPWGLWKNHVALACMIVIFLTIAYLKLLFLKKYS
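material = IgMXP3 (ABCG2) plus far-red-tagged CCRF-Adr (ABCB1) cells | amount = 3 million cells/mL, equal mix of both lines | also added = JC-1 transporter substrate | dosing = one concentration, 6.6 µM final | schedule = 10 min at 25 °C | measured by = flow cytometric JC-1 green MFI at 530 nm | read-out basis = percent efflux inhibition, scaled nicardipine 100% to DMSO 0%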
Rac1 mut GTP – human Rac1 activated mutant GTP binding change. GST-Rac1 activated beads, fluorescent GTP binding, flow cytometry; actives lie on both sides; 100% means binding = to untreated wells. 190,000 compounds, 0.11% hits. AID 764. percent activity (GTP binding), % at 10 µM;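 active means GTP binding at least 20 percentage points away from the 100% baseline, in either direction, so actives lie on both sides; inconclusive means Compound likely fluorescent itself, or too few beads counted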
Rab2A wt mod – changes GTP binding to wildtype dog Rab2A, up or down. P61105. 190,000 compounds, 0.19% hits. AID 760. GST-Rab2 wt beads, Bodipy-GTP binding, flow cytometry. GTP binding activity, % at 10 µM;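 active means GTP binding activity at least 20 points away from 100%, either lowered or raised; inconclusive means signal likely due to the compound's own green fluorescence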;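 further: 0% = beads with excess unlabeled GTP and 100% = no-compound control corrected for plate trend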
Avidin bead fluor – compound fluoresces at 488/530 nm on avidin beads; AID 1775; 220,000 compounds, 0.38% hits; compound fluorescence 488/530 nm, flow cytometry; stronger effect = higher value; fluorescence (KMESF) at 10 µM; in the data active means fluorescence above about 47; further: inactives centre near 10
HRas wt GTP – human HRas wildtype GTP binding, change in either direction; P01112; GST-Ras wt beads, Bodipy-FL-GTP binding, flow cytometry; actives lie on both sides; GTP binding activity, % at 10 µM; 190,000 compounds, 0.14% hits; AID 759;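 active means GTP binding activity at least 20% away from the 100% baseline, either lowered as inhibitor or raised as activator; inconclusive means flagged as likely green fluorescent, judged across all proteins in the well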;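 further: 0% = unlabeled GTP competition control and 100% = no-compound control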
Target sequence (P01112 whole entry, looked up): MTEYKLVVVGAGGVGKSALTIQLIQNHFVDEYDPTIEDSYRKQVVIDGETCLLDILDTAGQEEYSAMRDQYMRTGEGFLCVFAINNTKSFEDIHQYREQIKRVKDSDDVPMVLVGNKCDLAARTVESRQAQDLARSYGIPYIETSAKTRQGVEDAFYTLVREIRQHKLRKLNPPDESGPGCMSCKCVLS
Rac1 wt modul – human Rac1 wildtype GTP binding, inhibitors and activators; GST-Rac1 beads, fluorescent GTP binding, flow cytometry; actives lie on both sides; 0 = cold GTP competed, 100 = untreated; GTP binding activity (% of control), % at 10 µM; 190,000 compounds, 0.27% hits;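 active means GTP binding activity at least 20 points away from the 100% control level, either lower or higher; inconclusive means compound flagged as likely green fluorescent, judged across all proteins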
* marks the source's active call; other numbers are inactive results; ? = inconclusive; . = no result given. This is a random part of the collection; 1.1% or so of the library scored in one or more.

SMILES	Pf gamet viab	Rab7 wt modul	ABCB1 block	GSH fluor	Cdc42 wt GTP	ABCG2 inh	Rac1 mut GTP	Rab2A wt mod	Avidin bead fluor	HRas wt GTP	Rac1 wt modul
CC1CN(C(NC(=O)C(C)(C)C)C(Cl)(Cl)Cl)CC(C)O1 (stereo not drawn)	.	98	-1.2	14	97	-2	99	99	7	100	101
O=C(Nc1cc(S(=O)(=O)N2CCOCC2)ccc1O)c1ccc(NS(=O)(=O)c2ccc(Cl)s2)cc1	7	98	-1.2	6	95	-5	95	93	5	98	97
COc1ccc(S(=O)(=O)N2CCCC(C(=O)NCc3ccccn3)C2)cc1 (stereo not drawn)	10	95	-0.3	33	95	-2	97	98	10	95	97
Cc1cnc(C(=O)OCC(=O)NC(C)CCc2ccccc2)cn1 (stereo not drawn)	7	92	0.3	15	97	1	97	95	22	95	95
COC(=O)c1ccc(NC(=O)C(=O)NCC2CCCO2)cc1 (stereo not drawn)	-7	95	0.0	12	97	0	101	100	11	98	103
Cc1ccc([N+](=O)[O-])cc1-c1ccc(/C=N\n2nnnc2N)o1	-16	99	-0.2	8	100	15	100	98	12	100	101
CS(=O)(=O)N(CC(=O)NCc1ccccn1)Cc1ccc(Cl)cc1	17	100	1.4	27	105	24	99	96	37	101	109
Cn1nc(C(F)(F)F)cc1C(=O)NC1CCCCCC1	.	99	0.1	25	100	1	97	97	5	99	99
O=C(COC(=O)c1ccc(O)cc1)Nc1ccc(Cl)cc1	-2	91	0.6	15	97	5	95	94	14	95	97
Cc1nn(Cc2ccccc2)c2c1C(c1cccc(Cl)c1)C(C#N)=C(N)O2 (stereo not drawn)	.	101	0.7	51	99	4	95	98	9	101	98
Cc1cccc(NC(=O)c2cc(N3CCOCC3)nc3ccccc23)c1	.	95	1.5	49	95	7	96	96	7	95	95
CN1CCc2nc3sc(C(=O)C45CC6CC(CC(C6)C4)C5)c(N)c3cc2C1	.	94	0.8	18	95	5	97	98	10	98	98
O=C(Nc1ccccc1)N1CCN(c2ccc(F)cc2)CC1	29	95	0.0	19	96	2	98	99	21	100	99
O=C(COc1ccc(Br)cc1)c1ccc2c(c1)CCCC2	.	?	0.0	15	?	-1	?	?	21	?	?
COCCNC(=S)N1CCN(C/C=C/c2ccccc2)CC1	1	96	0.8	21	98	2	96	97	7	97	101
Cc1sc2ncnc(SCC(=O)NC(C)(C)C)c2c1C	.	98	-0.8	12	101	40	100	101	9	101	101
COc1ccc(-c2cc(C(=O)Nc3ccccc3SC)no2)cc1	-37	100	0.2	30	104	2	101	97	14	98	100
Cc1cccc(Cn2c(C(=O)OC(C)C)cc3c2ccn3C)c1	.	100	2.3	26	96	42	94	97	17	97	99
CSc1ncccc1C(=O)OCC(=O)NC(=O)NCCC(C)C	-46	96	0.6	41	93	7	95	95	15	97	94
Cc1cc(OCc2cc3c(cc2Cl)OCO3)c2c(C)cc(=O)oc2c1	8	93	0.4	9	94	17	91	87	11	90	94
CCOc1cc2c(cc1C=O)OC(C)C2 (stereo not drawn)	7	89	-0.1	11	93	-1	93	92	3	92	92
COc1cc(-c2nc3ccccn3c2/N=C/c2cccc(F)c2)ccc1O	10	102	0.7	12	93	4	92	93	11	93	94
CSc1cc(-c2ccc(Cl)cc2)c(C(=O)NC(C)C)s1	-7	105	-0.2	33	99	23	99	98	10	99	102
COC(=O)CSc1nnc(CNC(=O)c2ccc(OC)c(OC)c2)n1C	2	94	1.7	11	100	3	96	96	4	97	102
O=C(c1ccccc1F)N(Cc1ccccc1)C1CCS(=O)(=O)C1 (stereo not drawn)	12	102	0.8	10	100	2	98	101	22	102	100
Cc1cc(=O)oc(C)c1C(=O)NCc1ccc(F)cc1	14	97	0.2	19	98	6	96	96	6	96	103
O=C1CSc2ccccc2N1Cc1ccc(F)cc1	.	102	0.2	22	97	-1	97	99	18	100	104
CCNC(=O)C1CC(=O)N(Cc2ccc(F)cc2)C(=Nc2ccc(OC)cc2)S1 (stereo not drawn)	-41	102	0.6	12	103	4	100	103	10	103	107
COc1ccc(-c2nnc(SCc3nnc(-c4ccccc4)o3)n2C)cc1OC	.	96	0.7	42	104	6	98	101	8	100	100
CCCN(CCC)C(=O)COc1cc(=O)n(CC)c2ccccc12	.	101	0.6	26	105	2	102	102	7	103	105
c1ccc(CCn2nnnc2C(c2cccnc2)N2CCOCC2)cc1 (stereo not drawn)	-12	100	0.3	11	96	1	96	99	10	99	98
COc1cccc(NC(=O)C(OC(=O)/C=C/c2ccc3c(c2)OCO3)c2ccccc2)c1 (stereo not drawn)	-1	100	.	17	102	.	99	98	5	100	102
CC(O)[C@@H](C(=O)N1CCNCC1)n1cc(CCCCN)nn1 (stereo partly drawn)	.	106	0.1	19	98	0	98	101	6	98	99
CC(=O)/C(=N/Nc1ccc(C)cc1)Sc1nnc(CCc2ccccc2)n1-c1ccccc1	.	104	-0.3	8	100	-2	96	98	3	99	102
COc1ccc(C(=O)N2CCCC(c3ccccc3)=N2)cc1	16	103	1.1	6	93	9	92	94	27	94	92
O=C(CN(C(=O)CNS(=O)(=O)c1ccccc1)c1ccc2c(c1)OCCO2)NCc1ccco1	3	99	0.6	8	107	2	100	101	22	104	106
O=C(Cn1cc(C(=O)c2ccco2)c2ccccc21)NC1CCCCC1	8	96	2.1	19	95	5	93	95	6	95	98
CCOc1cc2[nH]c(=O)n(CCCC(=O)NCc3ccc(OC)cc3)c(=O)c2cc1OCC	2	100	0.3	9	101	3	99	100	15	100	106
Cc1cccc(Cn2cnc3c(N)c(C)c(C)cc32)c1	.	97	-0.1	14	101	0	96	98	10	96	97
CCN(CC)S(=O)(=O)c1ccc2c(c1)nc(CCC(=O)Nc1ccc(N3CCOCC3)cc1)n2C	14	104	-0.1	10	97	1	96	99	19	98	99
CCCc1[nH]n(-c2ccc(F)cc2)c(=O)c1C=Nc1cccc(F)c1	24	100	0.4	17	104	7	101	101	16	102	106
O=[N+]([O-])c1cc(-c2nnc(Nc3ccccc3)c3ccccc23)ccc1N1CCOCC1	-2	95	3.1	12	100	4	99	99	12	99	101
COc1cccc(-c2cc3c(-n4cccc4)ncnc3o2)c1	-14	104	-0.3	27	100	22	99	101	15	102	107
CCNC(=O)NC(=O)C(C)OC(=O)CCCSc1nc2ccccc2s1 (stereo not drawn)	3	94	-0.5	7	101	-2	99	99	5	99	99
COc1ccc(CCNC(=O)CSc2cc(=O)[nH]c(N)n2)cc1OC	2	96	0.4	20	103	1	100	101	5	102	103
Cc1nnc(SCC(=O)NNC(=O)COc2ccc(Cl)cc2)s1	5	.	0.2	11	.	1	.	.	21	.	.
CC(C)Sc1snnc1-c1ccccc1	16	94	0.6	15	92	2	92	93	11	94	96
CC(=O)Nc1nc(C2CC2)cc(-c2ccccc2)c1C#N	11	92	0.3	12	98	24	94	95	11	96	95
COc1ccc(CN2CC(=O)N(c3ccc(C)cc3C)C2=S)cc1OC	-7	99	2.3	17	97	4	95	97	10	96	96
COc1ccccc1NC(=O)CCC(=O)Nc1ccccc1OC	.	98	1.2	38	101	26	100	101	14	100	111
CCc1nc2sc3c(c2c(=O)o1)CCCC3	.	98	0.0	23	109	1	100	108	11	107	106
COc1ccc(/C=C/C(=O)NCC(=O)N/N=C/c2cc(Br)ccc2OC)cc1	.	98	-0.9	8	97	-2	99	96	10	96	100
Cc1c(C(=O)OCC(=O)Nc2ccc(S(N)(=O)=O)cc2)oc2c1ccc1ccccc12	18	91	-1.3	9	92	-6	95	96	10	94	95
COc1cccc(NC(=S)NNC(=O)CCn2cc([N+](=O)[O-])cn2)c1	-15	99	1.2	19	98	5	97	99	11	100	99
NC(=O)CC1Nc2cccc3cccc(c23)NC1=O (stereo not drawn)	-10	100	0.4	10	102	7	101	102	4	101	103
O=C1NCCc2c1[nH]c1ccc([N+](=O)[O-])cc21	.	97	0.2	13	98	20	96	97	12	99	102
CSc1nc(N)nc(SCC(=O)Nc2ccc(Cl)cc2)c1C#N	22	98	-0.4	16	101	-1	100	100	34	101	103
CCOC(=O)c1ccc([N+](=O)[O-])cc1NC(C)=O	10	97	0.8	7	95	3	101	101	1	101	100
Cc1cccc(N(CC(=O)N2CCOCC2)S(C)(=O)=O)c1C	-17	98	0.3	4	105	2	105	100	7	101	105

An excerpt of the results above:
SMILES	Pf gamet viab	Rab7 wt modul	ABCB1 block	GSH fluor	Cdc42 wt GTP	ABCG2 inh	Rac1 mut GTP	Rab2A wt mod	Avidin bead fluor	HRas wt GTP	Rac1 wt modul
COc1cccc(-c2cc3c(-n4cccc4)ncnc3o2)c1	-14	104	-0.3	27	100	22	99	101	15	102	107
CCNC(=O)NC(=O)C(C)OC(=O)CCCSc1nc2ccccc2s1 (stereo not drawn)	3	94	-0.5	7	101	-2	99	99	5	99	99
COc1ccc(CCNC(=O)CSc2cc(=O)[nH]c(N)n2)cc1OC	2	96	0.4	20	103	1	100	101	5	102	103
Cc1nnc(SCC(=O)NNC(=O)COc2ccc(Cl)cc2)s1	5	.	0.2	11	.	1	.	.	21	.	.
CC(C)Sc1snnc1-c1ccccc1	16	94	0.6	15	92	2	92	93	11	94	96
CC(=O)Nc1nc(C2CC2)cc(-c2ccccc2)c1C#N	11	92	0.3	12	98	24	94	95	11	96	95
COc1ccc(CN2CC(=O)N(c3ccc(C)cc3C)C2=S)cc1OC	-7	99	2.3	17	97	4	95	97	10	96	96
COc1ccccc1NC(=O)CCC(=O)Nc1ccccc1OC	.	98	1.2	38	101	26	100	101	14	100	111
CCc1nc2sc3c(c2c(=O)o1)CCCC3	.	98	0.0	23	109	1	100	108	11	107	106
